# Compound activity from PubChem BioAssay.
# SV40 large T antigen – SV40 large T antigen inhibitors, biochemical (AID 1903). SV40 large T antigen ATPase/helicase inhibition assay; higher % means a stronger effect. one-dose inhibition, % at 20 µM; IC50 in µM for titrated hits. actives 0.39% (n = 310,000); in the data active means a potency from the dose series; inconclusive means inhibition mostly from about 32% at the one dose, without a potency; inactive means the rest, 99 in 100 with inhibition below about 32%; further: strong numbers were not always called active
# NTR1 agonist – NTR1-driven beta-arrestin-GFP spot formation – imaging, U2OS cells, high content, primary screen (AID 493036); P30989; agonist mode; activation, % at 20 µM; actives 0.17% (n = 330,000);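 active means activation at or above 40% of the spot to cytoplasm intensity ratio, with at least 20 cells analyzed; inconclusive means wells under 20 cells, flagged as cytotoxic or low count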;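 further: 0% = DMSO without peptide and 100% = 100 nM NTR1 peptide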
# Target sequence (P30989 whole entry, looked up): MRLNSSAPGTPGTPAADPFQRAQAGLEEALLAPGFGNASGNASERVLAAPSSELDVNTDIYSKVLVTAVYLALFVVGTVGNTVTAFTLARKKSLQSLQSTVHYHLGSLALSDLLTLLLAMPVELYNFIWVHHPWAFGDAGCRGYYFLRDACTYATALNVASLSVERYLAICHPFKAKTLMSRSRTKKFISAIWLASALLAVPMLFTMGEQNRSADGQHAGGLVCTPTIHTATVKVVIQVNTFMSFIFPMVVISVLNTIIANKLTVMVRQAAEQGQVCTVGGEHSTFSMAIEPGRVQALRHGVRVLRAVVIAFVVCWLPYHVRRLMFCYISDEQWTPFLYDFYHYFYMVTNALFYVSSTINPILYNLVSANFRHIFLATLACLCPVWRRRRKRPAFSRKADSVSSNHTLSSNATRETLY
# UTI89 phage lysis – protection from phage-mediated lysis, alamar blue read-out – E. coli UTI89, K1F phage, bacterial capsule biogenesis inhibitors (AID 488966); E. coli UTI89 K1F phage lysis, alamar blue, 2 h; higher % means a stronger effect; inhibition, % at 100 µM, or IC50 in µM where a hit was titrated; actives 0.02% (n = 340,000);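 active means phage lysis inhibition, versus mean bacterial control, above a set limit; inconclusive means no clear call, values can overlap the other calls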;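 further: capsule biogenesis inhibitors block K1F phage lysis so surviving cells raise fluorescence; higher fluorescence means more inhibition of phage lysis; actives were called in the ten point dose series up to 300 µM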
# Myeloid diff 2 – compounds promoting myeloid differentiation. calls only at 10 µM. actives 1% (n = 360,000). ER-HoxA9 myeloid progenitors, lysozyme-GFP differentiation, flow cytometry;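 active means normalized GFP-positive differentiation at or above the plate's own cutoff, the solvent-only control mean plus 3 SD; inconclusive means no clear call, values can overlap the other calls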;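 further: cells exposed to compound for four days before flow analysis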
# TNAP activators – stimulation of alkaline phosphatase TNAP activity – biochemical, luminescent, no phosphate acceptor, uHTS, primary screen (AID 1001); purified TNAP, luminescent activation assay, no phosphate acceptor; higher activation fold means a stronger effect; activation fold at 20 µM; hits with a dose series show EC50 in µM; actives 0.03% (n = 200,000); in the data active means activation fold from about 3, or a potency from the dose series; inactive means the rest, 99 in 100 with activation fold below about 1.6; further: many of its hits are not listed in these tables
# RSV antiviral HEp-2 – RSV antiviral activity via CPE protection, HEp-2 cells, primary 10 µM value included (AID 2391); HEp-2 cells, RSV-induced CPE inhibition; higher % means a stronger effect; CPE inhibition, % at 10 µM; hits with a dose series show IC50 in µM; actives 0.13% (n = 310,000); in the data active means a potency from the dose series; inconclusive means CPE inhibition mostly from about 23% at the one dose, without a potency; inactive means the rest, 99 in 100 with CPE inhibition below about 21%; further: strong numbers were not always called active
# T cell HTS – T cell immune modulators affecting CD8 T cell-vesicle binding | 2C CD8+ T cell-vesicle binding, flow cytometry; stronger effect = lower value | calls only at 7 µM | actives 0.068% (n = 330,000);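 active means response, share of CD8 T cells binding vesicles, and their 90th percentile fluorescence all below set limits, cut at about 80% in these data, passing the limit was not always enough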
#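 Assay system – 2C mouse CD8+ T cells · Also added – QL9-loaded Drosophila micro-vesicles · Timing – Cell–vesicle co-incubation 1.5 h at 37 °C, staining 20 min on ice · Signal – flow cytometry of vesicle-bound cells · Measure – percent CD8+ FL2 mean versus row control · Controls – Peptide-free naked vesicles (low) and QL9 vesicles with 0.7% DMSO vehicle (high)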
# Salmonella PhoP GFP – PhoP-dependent GFP reporter repression – Salmonella Typhimurium, primary screen (AID 1863); S. Typhimurium PhoP-regulated promoter GFP reporter, 4 h; higher % means a stronger effect; actives 0.16% (n = 300,000); one-dose inhibition, % at 50 µM; IC50 in µM for titrated hits;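 active means inhibition over 29.93%, a cutoff 3 SD above the screen mean, later confirmed by dose response; inconclusive means inhibition over 29.93% but no dose response follow-up; inactive means inhibition at most 29.93% or unconfirmed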;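 further: 0% = low Mg2+ inducing control and 100% = high Mg2+ repressing control; strong numbers were not always called active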
# Rac1 GTP hydrolysis – MgcRacGAP GTPase-activating activity inhibitors, confirmation, biochemical, ADP Hunter fluorescence; MgcRacGAP-stimulated Rac1 GTP hydrolysis, ADP Hunter fluorescence; higher % means a stronger effect; GST-tagged Rac1 F28L mutant substrate; inhibition, % at 30 µM; hits with a dose series show IC50 in µM; actives 0.6% (n = 340,000); AID 624330;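 active means first-screen hits whose inhibition reached a set limit at any dose in the follow-up dose series; inconclusive means inhibition above the set first-screen limit but never retested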;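 further: fluorescence reports GDP produced by GAP-driven GTP hydrolysis; strong numbers were not always called active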
# T cell HTS vesicle-bound % – recorded beside T cell HTS, whose call it bears; double positive events, %; measured here: CD8+ vesicle-bound cell fraction;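 binding gate set so that unloaded-vesicle control wells show 10% double positive cells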
# NTR1 agonist cell count 20 µM – second read-out of NTR1 agonist, no call of its own (marks repeat the call); cell count; measured here: cell count, cytotoxicity flag
# Myeloid diff 2 GFP+ MAC1+ % – also measured in Myeloid diff 2; calls as there; GFP+ MAC1+ double positive, %; measured here: differentiation confirmed by MAC1 staining
# * = called active by the depositor; i = inactive; ? = inconclusive; · = not tested or not shown; + = active, no number; [ ] = remark or other dose.
SMILES,SV40 large T antigen,NTR1 agonist,NTR1 agonist cell count 20 µM,UTI89 phage lysis,Myeloid diff 2,Myeloid diff 2 GFP+ MAC1+ %,TNAP activators,RSV antiviral HEp-2,T cell HTS,T cell HTS vesicle-bound %,Salmonella PhoP GFP,Rac1 GTP hydrolysis
CC(=O)c1c(C)[nH]c(C(=O)OCc2ccccc2F)c1C,7.4%,2.1,46,0.0%,i,0.7,1.1,2.8%,i,57.4,-6.8%,6.1%
O=C(CN(C(=O)c1ccccc1Cl)N1C(=O)CCCC1=O)c1ccc(Cl)cc1,2.2%,-0.3,62,-0.1%,i,0.2,1,5.4%,i,20.8,-9.6%,-13.4%
CCN(CC)S(=O)(=O)c1ccc(N/N=C/c2ccccc2OCC(=O)O)c([N+](=O)[O-])c1,8.9%,0.0,75,0.4%,i,0.3,0.9,1.7%,i,28.9,3.9%,5.0%
COc1cccc(SCc2noc(C(=O)NCc3ccccc3)c2C(=O)NCc2ccccc2)c1,1.1%,8.6,73,-0.6%,i,1.5,·,4.1%,i,13.9,3.3%,2.2%
CCN1C(=O)[C@@H]2[C@H](C1=O)[C@@H]1C(=O)Nc3ccccc3C(=O)N1[C@@H]2c1ccc(OC)cc1,13.0%,1.3,102,-1.3%,i,1.0,·,3.6%,i,32.1,·,3.4%
Cc1ccc2[nH]c(=O)c(CN(Cc3ccco3)C(=O)CN3CCCC(C)C3)cc2c1 (centres undefined),-0.1%,0.2,52,-0.6%,i,0.8,1.1,-1.8%,i,15.9,-1.7%,5.5%
O=C1Nc2ccccc2SC1c1ccccc1 (centres undefined),5.1%,·,·,-0.5%[50 µM],i,0.3,·,1.3%,i,35.2,-7.2%,7.8%
O=C(CNC(=O)c1ccccc1Cl)N/N=C/c1ccc([N+](=O)[O-])s1,-1.8%,-0.8,84,0.2%,i,1.7,1,0.4%,i,37.8,18.4%,10.6%
O=C1[C@H](Oc2ccccc2)[C@@H](c2ccccc2)N1c1ccncc1,·,9.6,60,0.3%,i,2.2,·,·,·,·,·,8.0%
CN(C)c1ccnc2sc(C(=O)c3ccccc3)c(N)c12,2.8%,-0.6,81,0.5%,i,0.4,0.9,4.9%,i,59.9,14.2%,13.6%
CC(C)c1cc(NCc2ccccn2)n2c(nc3ccccc32)c1C#N,-4.5%,1.5,53,0.4%,i,0.3,1.2,0.0%,i,41.8,-9.0%,3.2%
Cc1ccc([N+](=O)[O-])cc1-c1ccc(/C=N/NC(=O)CN2CCOCC2)o1,9.2%,1.8,46,-0.9%,i,0.7,·,3.9%,i,29.8,-6.9%,-4.5%
CC(C)=C1C2CCC1C1C(=O)N(c3ccc4c(c3)OCO4)C(=O)C21 (centres undefined),1.8%,0.8,37,1.6%,i,0.4,1.1,1.1%,i,43.8,3.1%,6.6%
COC(=O)CNC(=O)c1ccc(C)s1,0.4%,-1.8,72,2.2%,i,0.7,1.2,1.3%,i,27.3,11.3%,5.2%
Cc1ccc(CNC(=O)CCC2CCCN(Cc3ccc4cccc(F)c4n3)C2)o1 (centres undefined),11.5%,0.0,33,·,·,·,1,-0.7%,i,60.3,-0.1%,·
Cn1nc([N+](=O)[O-])c2c(-c3nc4ccccc4s3)c(N)n(C3CCCCC3)c2c1=O,0.7%,7.7,91,0.2%,i,0.2,1,15.7%,i,21.5,4.2%,5.6%
COc1ccc(CCNC(=O)c2ccc(OCC(=O)N3CCOCC3)c(OC)c2)cc1,2.3%,0.4,62,0.4%[50 µM],i,1.5,·,3.4%,i,31.4,6.8%,11.1%
C[C@H](CO)N1C[C@H](C)[C@H](CN(C)CC2CCCCC2)Oc2ccc(NS(=O)(=O)c3ccc(F)cc3)cc2CC1=O,·,37.0,53,1.6%,i,2.0,·,·,i,·,·,5.8%
CCOC(=O)/C=C1\NC(C)(C)Cc2cc(OC)c(OC)cc21,3.9%,-0.8,84,7.2%,i,0.7,1,1.6%,i,39.9,3.7%,7.0%
COc1ccc(Cl)cc1NC(=O)CN1C(=O)NC(C)(Cc2ccc(OC)c(OC)c2)C1=O (centres undefined),·,3.9,81,0.9%[50 µM],i,2.3,·,1.4%,i,46.1,·,6.9%
CCN1CCN(C(=O)CCN2C(=O)COc3ccc(C)cc32)CC1,-1.7%,2.6,79,0.1%,i,1.0,1.1,-0.4%,i,27.1,-5.5%,4.3%
CC(C)C[C@@H](CSc1ccc(Br)cc1)N1CCN(CC(C)C)CCC1=O,12.1%,13.6,67,1.1%,i,2.9,·,-1.4%,·,·,-2.0%,6.7%
Nc1ncnc2c1ncn2[C@@H]1O[C@H](CNCC#Cc2ccccc2)[C@@H](O)[C@H]1O,·,-3.6,50,0.0%,+,0.8*,·,·,i,7.4,·,-4.1%
NC(=O)CC(NC(=O)c1ccccc1)c1ccc(NCCN2CCOCC2)c([N+](=O)[O-])c1 (centres undefined),13.9%,-1.6,74,0.4%,i,1.4,·,0.7%,i,23.8,·,1.6%
O=C(c1cc(=O)[nH]c2ccccc12)N1CCc2ccccc2C1,10.9%,1.1,52,0.6%,i,0.2,1,3.6%,i,18.2,-5.5%,1.1%
# Carrying on.
SMILES,SV40 large T antigen,NTR1 agonist,NTR1 agonist cell count 20 µM,UTI89 phage lysis,Myeloid diff 2,Myeloid diff 2 GFP+ MAC1+ %,TNAP activators,RSV antiviral HEp-2,T cell HTS,T cell HTS vesicle-bound %,Salmonella PhoP GFP,Rac1 GTP hydrolysis
COc1ccccc1NC(=O)c1cccc(N2C(=O)C3C4C=CC(C4)C3C2=O)c1 (centres undefined),21.8%,4.1,56,0.3%,i,3.9,·,4.2%,i,27.4,12.8%,6.1%
CCCCOc1ccc(-c2cnc3ccccc3n2)cc1,5.8%,3.0,65,0.7%[50 µM],i,0.9,1.2,10.0%,i,4.8,-10.3%,7.3%
O=C(CSc1nnc2ccccn12)NNC(=O)c1ccccc1F,·,4.8,52,-2.8%,i,0.6,·,·,i,37.7,·,1.2%
O=C(COC(=O)CNC(=O)c1ccc(Cl)cc1Cl)NC1CCCCC1,12.2%,0.5,57,0.1%,i,0.3,·,0.8%,i,6.3,-3.1%,-1.9%
CCOc1ccccc1N1CC(O)=C(c2nc3ccccc3s2)C1=N,16.2%,1.2,43,0.2%,?,·,1.1,6.8%,i,32.7,-3.4%,21.2%
Cc1cc(C)n(Cc2ccc(Cl)nc2)n1,-1.9%,0.0,60,0.0%,i,0.3,1.1,-0.4%,i,29.9,4.0%,7.1%
COc1ccc(-c2nc(CS(=O)(=O)CC(=O)NCc3ccc4c(c3)OCO4)c(C)o2)cc1,7.1%,-1.3,35,-0.1%,?,·,·,0.5%,i,17.3,-0.4%,-16.0%
Cc1nn(CCC(=O)O)c2nc(-c3cccnc3)cc(C(F)(F)F)c12,11.7%,0.4,49,-0.8%,i,0.9,1.2,-0.9%,i,57.1,-4.8%,6.5%
COc1cc(/C=C/C(=O)OCC(=O)NCCc2ccccc2)cc(OC)c1OC,6.3%,-1.7,49,-1.9%,i,0.5,1.1,-1.1%,i,55.8,1.4%,-6.1%
CCOc1ccc(NC(=S)Nc2cccnc2)cc1,0.4%,1.0,59,0.5%,i,0.4,1.1,2.1%,i,30.9,-8.8%,12.9%
COc1ccc(S(=O)(=O)NNC(=O)c2csc(-n3nc(C)cc3C(F)(F)F)n2)cc1OC,-0.5%,-0.2,54,-1.6%,i,0.7,1.1,4.3%,i,65.7,-10.7%,6.2%
O=C(CNC(=S)N(Cc1ccccc1)Cc1cccnc1)NCCN1CCOCC1,4.3%,-0.2,56,0.5%,i,0.3,1.1,-1.2%,i,20.5,-2.7%,9.6%
CC1=CC(C)C(/C=N/n2cnnc2)C(C)C1 (centres undefined),18.8%,1.4,37,0.4%,i,0.3,1.1,1.2%,i,33.9,5.3%,9.0%
COC(=O)c1sccc1NC(=S)N1CCN(C)CC1,6.2%,-0.2,63,2.7%[50 µM],i,0.5,1,-1.8%,i,51.1,14.1%,9.9%
Clc1ccc(OCc2nnc3n2CCCCC3)c(Cl)c1,6.0%,0.7,52,-1.4%,i,0.6,·,?,i,21.4,-3.5%,-3.2%
CCn1c(SCC(=O)NCc2ccccc2)nnc1C(CO)NC(=O)c1ccccc1 (centres undefined),3.7%,-0.3,66,0.1%,i,0.7,·,1.9%,i,16.9,-2.0%,5.7%
CN1C(=O)/C(=N/OC(=O)c2ccccc2)c2ccccc21,8.9%,0.1,60,-0.6%[50 µM],i,0.4,1,?,i,39.0,-2.5%,-2.2%
Cc1cccc(C)c1-n1nnnc1SCC(=O)N1CCNC1=O,·,0.9,65,0.8%[50 µM],i,0.3,·,·,·,·,·,4.5%
Cc1ccc2c(c1)c(C)c(C)n2CC(O)Cn1nc(C)cc1C (centres undefined),-1.0%,-0.6,73,-0.4%,i,0.2,1,3.4%,i,34.4,2.1%,-3.0%
CCOC(=O)N1CCC(NC(=O)CN(c2ccc(C(C)C)cc2)S(=O)(=O)c2c(C)nn(C)c2C)CC1,13.6%,0.1,65,1.4%,i,1.1,·,-0.1%,i,2.4,-3.5%,3.0%
Cc1ccc(C)c(S(=O)(=O)NCc2ccc(C(=O)N3CCN(C)CC3)cc2)c1,2.2%,-1.2,80,-0.7%,i,1.2,1,-1.4%,i,16.1,-4.7%,-5.1%
COc1ccc(S(=O)(=O)Nc2ccc(O)c3ccccc23)cc1,44.8%,1.5,85,-6.7%,i,6.7,0.9,-3.4%,i,25.7,5.8%,-37.1%
O=C(CSc1nnc(Cc2ccccc2)n1Cc1ccccc1)NCc1ccco1,6.8%,0.0,66,0.2%,i,0.5,1,0.7%,i,44.3,2.2%,2.0%
Cc1nc(NNC(=O)c2ccccc2)cc(-c2ccccc2)n1,15.5%,-0.6,46,-0.1%,·,·,1.2,3.0%,i,36.5,-6.8%,13.4%
O=C(CCCOc1ccccc1)N1CCN(c2ccccc2)CC1,-0.1%,1.4,51,0.0%,i,0.5,1,1.1%,i,31.4,9.9%,6.2%
